mIDH1 inhibitor: human IDH1 R132H inhibition. O75874. IDH1-R132H enzyme, NADPH consumption, diaphorase/resazurin fluorescence. Potency, µM (doses to about 76.6 µM), for inactives: at the top dose activity change, negative = inhibition, hits mostly inhibitors. hit rate 0.093% among 390,000. AID 602179; also: potency is read from the fitted curve at half-maximal effect; % is scaled to controls: 0 for no effect and ±100 for the full control effect; nearly all actives have a fitted effect of over 65% in size
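IDH1-R132H (0.5 ug/mL dispensed) in pH 7.5 Tris buffer was preincubated 30 min with compound, then given a substrate mix of 0.016 mM NADPH and 2 mM alpha-KG for 80 min at room temperature; remaining NADPH was read by diaphorase/resazurin fluorescence.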
TrxR1 inh: blocks rat thioredoxin reductase 1; Potency, µM (doses to about 114 µM), for inactives: at the top dose activity change, negative = inhibition, most hits filed as inhibitors; hit rate 1% among 390,000; AID 588453; recombinant rTrxR1, NADPH fluorescence consumption, selenite substrate; also: potency is read from the fitted curve at half-maximal effect; % is scaled to controls: 0 for no effect and ±100 for the full control effect; nearly all actives have a fitted effect of over 65% in size
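Rat TrxR1 (90 nM in the dispensed reagent) was pre-reduced with 400 uM NADPH for 5 min at room temperature, then incubated with compound for 15 min. After 400 uM selenite was added, NADPH fluorescence (Ex 340/Em 450 nm) was followed for 8 min.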
Vif-APOBEC3G blk: Vif-A3G binding inhibition; Q9HC16; HeLa A3G-eYFP + Vif (tagged APOBEC3G with the HIV-1 protein that degrades it), YFP fluorescence, overnight; Potency, µM (top dose mostly 46.1 µM), for inactives: at the top dose activity, negative = active, actives largely listed as inhibitors; hit rate 0.076% among 410,000; AID 602310;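 also: potency is read from the fitted curve at half-maximal effect; % is scaled to controls: 0 for no effect and ±100 for the full control effect; nearly all actives have a fitted effect of over 60% in size; hits raise eYFP signal because A3G escapes Vif-driven loss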
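HeLa cells stably expressing Vif and C-terminally eYFP-tagged A3G, seeded overnight at 37 deg C, then exposed to compound by pintool overnight at 37 deg C. Rise in yellow fluorescence (Ex 488/Em 500-530, Acumen) marks blocked Vif-driven A3G degradation.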
LDHA block: blocks human lactate dehydrogenase A. purified LDHA, NADH/diaphorase-resazurin fluorescence; hits give low values. activity change, % (values are at about 110 or 230 µM). hit rate 0.15% among 480,000; in the data active = activity change below about -30%; inconclusive = mostly about -25% to -30%;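 also: plate controls were DMSO wells for no effect and wells without enzyme for full effect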
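LDH5 2 nM; NADH 0.06 mM, pyruvate 0.2 mM; 200 mM Tris pH 7.4, EDTA, Tween-20; 5 min RT. Detection: diaphorase 0.133 mg/mL + resazurin 37 µM, fluorescence ex540/em590 at 0 and 20 min; normalized to enzyme-free and DMSO wells.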
USP1-UAF1 inh: inhibitors of human USP1/UAF1 deubiquitinase; O94782; recombinant USP1/UAF1, Ub-Rhodamine cleavage fluorescence; Potency, µM (highest dose often 57.1 µM), inactives show at the top dose activity change, negative = inhibition, hits mostly inhibitors; hit rate 0.23% among 390,000; AID 743255; also: potency is read from the fitted curve at half-maximal effect; % is scaled to controls: 0 for no effect and ±100 for the full control effect; nearly all actives have a fitted effect of over 60% in size; inactives centre near -12
Target sequence (O94782 whole entry, looked up): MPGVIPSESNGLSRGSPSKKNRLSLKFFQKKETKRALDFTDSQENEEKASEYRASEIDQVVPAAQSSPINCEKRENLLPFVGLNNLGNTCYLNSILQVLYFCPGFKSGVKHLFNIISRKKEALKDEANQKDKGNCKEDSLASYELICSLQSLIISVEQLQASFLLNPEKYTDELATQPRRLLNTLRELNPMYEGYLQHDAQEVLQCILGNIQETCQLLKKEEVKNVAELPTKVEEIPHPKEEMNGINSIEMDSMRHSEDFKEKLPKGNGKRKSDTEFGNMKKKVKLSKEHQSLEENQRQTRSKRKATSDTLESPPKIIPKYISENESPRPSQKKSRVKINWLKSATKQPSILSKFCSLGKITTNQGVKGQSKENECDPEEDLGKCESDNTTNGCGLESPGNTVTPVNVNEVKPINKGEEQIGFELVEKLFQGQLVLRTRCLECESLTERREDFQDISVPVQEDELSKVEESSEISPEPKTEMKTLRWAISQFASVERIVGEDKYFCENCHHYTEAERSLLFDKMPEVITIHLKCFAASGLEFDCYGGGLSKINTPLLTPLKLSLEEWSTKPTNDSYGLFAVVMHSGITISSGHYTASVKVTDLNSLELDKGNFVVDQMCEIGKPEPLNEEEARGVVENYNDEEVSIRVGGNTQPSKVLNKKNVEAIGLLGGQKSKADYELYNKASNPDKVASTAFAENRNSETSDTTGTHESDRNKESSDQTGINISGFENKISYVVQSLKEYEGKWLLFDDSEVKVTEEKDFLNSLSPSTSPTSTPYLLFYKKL
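High-throughput fluorogenic screen: 1nM USP1/UAF1 complex, Ub-Rho substrate 150nM final, 50mM HEPES pH 7.8 with 0.5mM EDTA, 0.1 mg/ml BSA, 1mM TCEP and 0.01% Tween-20.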
RGS4 inhibitor: blocks human RGS4-accelerated GTP hydrolysis; P49798; Transcreener GDP fluorescence polarization, RGS4-accelerated GTP hydrolysis; Potency, µM (top dose mostly 114 µM), without a hit: top-dose activity change, negative = inhibition, actives largely listed as inhibitors; hit rate 0.039% among 390,000; AID 504845; also: potency is read from the fitted curve at half-maximal effect; % is scaled to controls: 0 for no effect and ±100 for the full control effect; nearly all actives have a fitted effect of over 75% in size; some results filed as inactive show a strong effect at the top dose
Target sequence (P49798 whole entry, looked up): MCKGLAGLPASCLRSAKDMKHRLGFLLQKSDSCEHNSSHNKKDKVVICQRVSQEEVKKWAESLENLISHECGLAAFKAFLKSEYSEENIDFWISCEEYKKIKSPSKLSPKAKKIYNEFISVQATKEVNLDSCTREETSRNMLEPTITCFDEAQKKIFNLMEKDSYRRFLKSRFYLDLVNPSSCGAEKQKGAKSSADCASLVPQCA
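MLSMR compounds (23 nl, pin-transferred) preincubated 10 min at room temperature with a 500nM (2x) first reagent, then RGS4 at 900nM (2x) plus Transcreener GDP mix added; fluorescence polarization (620/688 nm) read before and after 90 min at 30 °C.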
TrxR1 substrate: rat thioredoxin reductase 1 substrate activity. AID 588456. hit rate 0.01% among 390,000. purified TrxR1 substrate turnover, NADPH consumption readout. O89049. Potency, µM (top dose mostly 114 µM), inactives show at the top dose activity change, negative = substrate turnover; also: potency is read from the fitted curve at half-maximal effect; % is scaled to controls: 0 for no effect and ±100 for the full control effect; nearly all actives have a fitted effect of over 50% in size
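Rat TrxR1, dispensed at 90 nM, was prereduced with 400 uM NADPH (final) for 5 min at ~22 deg C, then incubated with compound 15 min before 400 uM selenite. A first-read NADPH fluorescence drop versus no-compound background flagged substrates.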
Vif-APOBEC3F blk: Vif-A3F binding inhibition; HeLa A3F-eYFP + Vif (tagged APOBEC3F with the HIV-1 protein that degrades it), YFP fluorescence increase; Potency, µM (series often up to 46.1 µM), for the others: at the highest dose activity, negative = active; hit rate 0.2% among 390,000; AID 602313; also: potency is read from the fitted curve at half-maximal effect; % of control where 0% means no effect; nearly all actives have a fitted effect of over 65% in size
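Fluorescence increase (Ex 488/Em 500-530) after overnight compound treatment at 37 deg C flags inhibition of Vif-driven A3F-eYFP loss in stable HeLa A3F-eYFP/Vif cells seeded overnight beforehand.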
GRP78 ERSR act: ER stress response induction in glioma. Potency, µM, for the others: at the highest dose activation, usual class: activators. AID 602332. U87-MG GRP78 promoter luciferase reporter, 16 h. hit rate 0.02% among 420,000; also: potency is read from the fitted curve at half-maximal effect; series mostly up to about 76 µM; % of control where 0% means no effect; nearly all actives have a fitted effect of over 35% in size
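Stably transfected U87-MG glioma cells carrying a GRP78-based luciferase sensor; 16 h compound incubation. Luminescence end-point read 10 min after Bright-Glo addition at room temperature.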
An asterisk follows results filed as active; ? = inconclusive; . = not tested or not shown; & = joins results of further samples; [ ] = dose if it differs, or a comment. Unless noted, calls follow the shape of the dose curve; as a rule, active = well fitted curve in the direction sought with a large enough effect; inconclusive = small, poorly fitted or top-dose-only effect, or another doubt; inactive = no such curve, though single readings can be large; an effect the other way counts as inactive or inconclusive.

SMILES	mIDH1 inhibitor	TrxR1 inh	Vif-APOBEC3G blk	LDHA block	USP1-UAF1 inh	RGS4 inhibitor	TrxR1 substrate	Vif-APOBEC3F blk	GRP78 ERSR act
COc1cc(NC(=O)CSc2c3c(nc4ccccc24)CCC3)cc(OC)c1OC	-9%&0%	13%&-10%	-21%&-17%	-12&-9	9%&-8%	-9%&21%	4%&-5%	4%&-4%	-2%&-4%
Cc1cccc(C(=O)Nc2cc(Cl)ccc2-n2cncn2)c1[N+](=O)[O-]	4%	-7%[57.1 µM]	-3%	-5	-13%	1%	-5%[57.1 µM]	-22%	-4%
Cc1cc2cc(CCNS(=O)(=O)c3ccc(Br)cc3)c(=O)[nH]c2cc1C	-4%	6%	3%	-3	-16%	20%	-6%	3%	-3%
CCn1c(SCC(=O)Nc2nc3ccccc3s2)nnc1-c1ccc(OC)cc1	-3%	18%[57.1 µM]	0%	-6	-11%	17%	11%[57.1 µM]	-3%	-8%
Cc1ccccc1C(=O)N1CCN(S(=O)(=O)c2ccccc2)CC1	3%	19%	-1%	-9	-7%	7%	3%	-8%	0%
COc1ccc(NS(=O)(=O)c2cc(NC(=O)CCNC(=O)c3ccco3)ccc2OC)cc1	0%	-10%	-4%	-8	-9%	-2%	-4%	-12%	-4%
C[C@H]1CN([C@@H](C)CO)C(=O)CCCn2nncc2CO[C@@H]1CN(C)S(=O)(=O)c1ccccc1	-7%	.	1%	-8	-24%	.	.	0%	-1%
COc1cc(C(=S)N2CCOCC2)ccc1OC(=O)c1ccccc1[N+](=O)[O-]	1%	34%	-5%	-3	-24%	-18%	5%	1%	0%
COc1ccc(-c2csc(NC(=O)CC(NC(C)=O)c3ccccc3)n2)cc1OC (stereo not drawn)	0%	26%	2%	-6	-8%	6%	4%	3%	-2%
COC(=O)CNC(=O)CN1c2cccc3cccc(c23)S1(=O)=O	12%	-18%	-5%	7	-14%	-38%	16%	3%	1%
Cc1ccc(NC(=O)C2CC(=O)N(Cc3ccccc3)C2)nc1 (stereo not drawn)	2%	-10%	2%	-1	2%	-31%	-4%	-20%	6%
CSCCC(NC(=O)COc1cccc2ccccc12)C(=O)O (stereo not drawn)	7%	-4%	2%	-3	5%	3%	-7%	-4%	0%
COC(=O)Nc1sc2c(c1C(N)=O)CCC(C)C2 (stereo not drawn)	3%	7%[57.1 µM]	3%	-7	-17%	-40%	-7%	-7%	-3%
Cc1ccc(NC(=O)COC(=O)C2=NNC(=O)CC2)c(Br)c1	0%	31%	0%	-7	-4%	29%	2%	-2%	1%
COc1cccc(CNC(=O)C2CCN(c3nc4ccc(Cl)cc4[nH]3)CC2)c1	-15%	17%[57.1 µM]	2%	-8	-9%	-10%	0%[57.1 µM]	3%	-3%
O=C(CN1CCc2ccccc2C1)Nc1cccc(S(=O)(=O)N2CCCC2)c1	-4%	26%	1%	-15	-27%	-36%	10%	-14%	-2%
CCOc1cccc(/C(O)=C2/C(=O)C(=O)N(Cc3cccnc3)C2c2ccco2)c1 (stereo not drawn)	7%	-32%	3%	14	-12%	36%	-8%	-8%	3%
Cc1ccc(C)c(S(=O)(=O)N2CCN(CC(=O)NC(=O)NCc3ccco3)CC2)c1	-4%	6%[57.1 µM]	1%	-4	1%	1%	1%	-4%	0%
CN(CCCC1CCCC1)C(=O)CCc1nnc(-c2ccccc2)o1	0%	6%	0%	0	-9%	-4%	-2%	15%	2%
Nc1nc(CN2CCN(c3ccc(F)cc3)CC2)nc(N2CCCc3ccccc32)n1	0%	-19%[57.1 µM]	-1%	4&0	-11%	-11%	-4%[57.1 µM]	4%	-2%
Cc1ccc(OCCCCn2ccnc2)c([N+](=O)[O-])c1	2%	12%	0%	-18	-6%	23%	-3%	-3%	3%
CN(CC(=O)NC(=O)NCc1ccccc1)Cc1ccc(Cl)cc1	4%	19%[57.1 µM]	2%	-4&-7	-5%	2%	8%[57.1 µM]	16%	-4%
COCCn1c(=O)[nH]c2cc(C(=O)NCCN3CCN(c4ccc(OC)cc4)CC3)ccc2c1=O	7%	7%	3%	1	-18%	-10%[11.4 µM]	-8%[57.1 µM]	-11%	-3%
COc1cc(/C=C2\CCC/C(=C\c3ccc(O)c(OC)c3)C2=O)ccc1O	-19%	?	?	21&10	-14%	-51%	-1%&-4%	?	-15%&-6%&-12%
CCN(CC(=O)Nc1ccc(OC)c(OC)c1)S(=O)(=O)c1ccc(C)cc1	2%	16%[57.1 µM]	-1%	-3	4%	15%	11%[57.1 µM]	-9%	0%
COc1ccc(Cl)cc1NC(=O)C(C)OC(=O)C1=NNC(=O)CC1 (stereo not drawn)	7%	-8%	-2%	-6	-3%	12%	-7%	-3%	-4%
O=C(O)CCC(=O)N1CCN(c2nc3ccccc3s2)CC1	2%	6%	-1%	-4	-17%	0%	-7%[57.1 µM]	6%	-3%
CCOc1ccccc1N=Nc1c(C)[nH]n(-c2ccccc2)c1=O	3%	-3%	-2%	-8	-7%	7%	-10%	2%	1%
COCCCn1c(=O)c2sccc2n2c(CCCC(=O)NCc3ccccc3OC)nnc12	-7%	1%	2%	-2	-9%	11%[11.4 µM]	-6%	4%	-3%
COc1ccc(C2C(C#N)=C(N)N(Nc3ccccc3)C3=C2C(=O)CC(C)(C)C3)cc1C (stereo not drawn)	-14%	-28%	-5%	5	-12%	-6%	-6%	0%	7%

Part of the list above in order of molecular weight, rising:
SMILES	mIDH1 inhibitor	TrxR1 inh	Vif-APOBEC3G blk	LDHA block	USP1-UAF1 inh	RGS4 inhibitor	TrxR1 substrate	Vif-APOBEC3F blk	GRP78 ERSR act
Cc1ccc(OCCCCn2ccnc2)c([N+](=O)[O-])c1	2%	12%	0%	-18	-6%	23%	-3%	-3%	3%
O=C(O)CCC(=O)N1CCN(c2nc3ccccc3s2)CC1	2%	6%	-1%	-4	-17%	0%	-7%[57.1 µM]	6%	-3%
COc1ccc(Cl)cc1NC(=O)C(C)OC(=O)C1=NNC(=O)CC1 (stereo not drawn)	7%	-8%	-2%	-6	-3%	12%	-7%	-3%	-4%
CCOc1cccc(/C(O)=C2/C(=O)C(=O)N(Cc3cccnc3)C2c2ccco2)c1 (stereo not drawn)	7%	-32%	3%	14	-12%	36%	-8%	-8%	3%
Nc1nc(CN2CCN(c3ccc(F)cc3)CC2)nc(N2CCCc3ccccc32)n1	0%	-19%[57.1 µM]	-1%	4&0	-11%	-11%	-4%[57.1 µM]	4%	-2%
COCCCn1c(=O)c2sccc2n2c(CCCC(=O)NCc3ccccc3OC)nnc12	-7%	1%	2%	-2	-9%	11%[11.4 µM]	-6%	4%	-3%
COCCn1c(=O)[nH]c2cc(C(=O)NCCN3CCN(c4ccc(OC)cc4)CC3)ccc2c1=O	7%	7%	3%	1	-18%	-10%[11.4 µM]	-8%[57.1 µM]	-11%	-3%

Remaining list, next part
SMILES	mIDH1 inhibitor	TrxR1 inh	Vif-APOBEC3G blk	LDHA block	USP1-UAF1 inh	RGS4 inhibitor	TrxR1 substrate	Vif-APOBEC3F blk	GRP78 ERSR act
Cc1cc(O)ccc1Nc1nc2ccccc2nc1Nc1ccc(O)cc1C	1%	-21%	-28%	15	-14%	-8%	-4%[57.1 µM]	2%	-5%
CC(=O)c1cc(C#N)c(Oc2ccccc2)nc1C	10%	-1%	1%	-7	-3%	-4%	-5%	-5%	-1%
CC(C)C[C@H](NC(=O)c1[nH]cnc1C(=O)Nc1ccc(Cl)cc1)C(=O)OC(C)(C)C	3%[38.3 µM]	-4%	-10%	-11	-13%	15%	-16%	3%	-6%
O=C(COc1ncnc2sccc12)NC1CCS(=O)(=O)C1 (stereo not drawn)	3%	8%	1%	-1	-4%	-5%	4%	-2%	-6%
CC(=O)OCC1=C(C(=O)O)N2C(=O)C(NC(=O)CCn3nc(C)c(Cl)c3C)C2SC1 (stereo not drawn)	5%	-9%	2%	-2	-13%	-29%	2%	-14%	-1%
Cc1ccc(C(=O)Nc2ccccc2N2CCOCC2)cc1S(=O)(=O)N1CCOCC1	3%	26%	-1%	0	-12%	-3%	5%	0%	-3%
O=C(COc1ccc(-c2nnco2)cc1)Nc1cc([N+](=O)[O-])ccc1F	6%	11%	-8%	-3	12%	?	3%	1%	4%
Cc1ccc(/C=C/S(=O)(=O)NCC(=O)O)cc1	-1%	17%[57.1 µM]	-1%	-3	-17%	-22%	9%[57.1 µM]	-10%	-5%

Source: PubChem BioAssay

Some of the compounds tested; count on the stated rates, not on these rows.
